ER stress rescue: rescue of cells from ER stress-induced death, primary screen, 384-well, CSM14.1, thapsigargin, ATP luminescence (AID 1222); cellular ATP content (survival), % at 20 µM, or EC50 in µM where a hit was titrated; CSM14.1 thapsigargin-induced death rescue, ATP luminescence; higher % means a stronger effect; 190,000 tested, under 10 active;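 active = EC50 below 50 µM in the dose-response confirmation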;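 also: death triggered by thapsigargin at about 15 µM added after 2 h compound pretreatment; cell ATP read after overnight thapsigargin exposure of roughly 18 to 22 hours; normalized against plate controls of thapsigargin alone and 5% DMSO vehicle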
WT yeast gro inh: growth inhibition of WT strain, primary screen, mitochondrial fusion inhibitor project, WT and mutant strains, chemical genetic; mitochondrial fusion phenotypic screen; inhibition, % at 10 µM; 190,000 tested, 2.1% active; in the data active = inhibition above about 58%; tested in S. cerevisiae
Lipid droplet: inhibitors of hepatocyte lipid droplet formation, primary screen, imaging, high-throughput imaging, BODIPY stain | inhibition, % at 6.5 µM | 240,000 tested, 0.4% active | AML12 mouse hepatocytes, oleate lipid droplets;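 active = lipid droplet intensity inhibited by at least 50%, with more than 500 cells counted; inconclusive = wells with under 300 cells, treated as cytotoxic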
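Assay system: AML12 hepatocytes (mouse) / Also added: 100 µM oleic acid challenge / Times: overnight treatment with compound plus oleate / Detection: high-content imaging of BODIPY-stained droplets and DAPI nuclei / Evaluation: % inhibition of lipid droplet signal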
PMI inhibitors: inhibitors of human PMI, primary screen, biochemical, fluorescence intensity, coupled assay (AID 1209). 190,000 tested, 0.42% active. purified PMI enzyme, coupled fluorescence intensity; higher % means a stronger effect. inhibition, % at 20 µM, or IC50 in µM where a hit was titrated;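 also: plate controls were DMSO vehicle for no effect and wells lacking substrate for full effect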
Myeloid diff MLP: induction of myeloid progenitor differentiation, primary screen, cell-based, flow cytometry, MLPCN library | ER-HoxA9 myeloid progenitors, lysozyme-GFP differentiation | calls only at 10 µM | 360,000 tested, 1% active;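 active = normalized GFP-positive differentiation at or above the plate's own cutoff, the solvent-only control mean plus 3 SD; inconclusive = no clear call, values can overlap the other calls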;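 also: cells exposed to compound for four days before flow analysis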
TNAP activation fold: human TNAP enzyme activators, primary screen, biochemical, luminescent, no phosphate acceptor, uHTS (AID 1001) | Alkaline phosphatase, tissue-nonspecific isozyme (Homo sapiens) | one-dose activation fold at 20 µM; EC50 in µM for titrated hits | 200,000 tested, 0.03% active | purified TNAP, luminescent activation assay, no phosphate acceptor; higher activation fold means a stronger effect; in the data active = activation fold from about 3, or a potency from the dose series; inactive = the rest, 99 in 100 with activation fold below about 1.6; also: many of its hits are not listed in these tables
P. falciparum M1AAP: P. falciparum M1AAP inhibitors, biochemical, fluorogenic H-Leu-NHMec substrate, 1536-well (AID 1445). Aminopeptidase N (Plasmodium falciparum (isolate 3D7)). recombinant M1AAP, H-Leu-NHMec fluorogenic kinetic assay; higher % means a stronger effect. one-dose inhibition, % at 30 µM; IC50 in µM for titrated hits. 220,000 tested, 0.42% active;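 active = primary inhibition above the hit cutoff, then over 50% inhibition at one or more dose response concentrations, cut at about 23% in these data, passing the limit was not always enough; inconclusive = conflicting primary data, or primary hits not chosen for dose response; inactive = low primary inhibition, or under 50% at every dose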;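 also: plate controls were DMSO full reaction for no effect and no enzyme background for full effect; strong numbers were not always called active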
K1F lysis inhibition: inhibition of K1F phage lysis, E. coli UTI89, bacterial capsule biogenesis inhibitors, alamar blue (AID 488966); E. coli UTI89 K1F phage lysis, alamar blue, 2 h; higher % means a stronger effect; inhibition, % at 100 µM; hits with a dose series show IC50 in µM; 340,000 tested, 0.02% active;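 active = phage lysis inhibition, versus mean bacterial control, above a set limit; inconclusive = no clear call, values can overlap the other calls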;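 also: capsule biogenesis inhibitors block K1F phage lysis so surviving cells raise fluorescence; higher fluorescence means more inhibition of phage lysis; actives were called in the ten point dose series up to 300 µM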
PMI inhibition: human PMI inhibitors, high substrate, primary screen, biochemical, fluorescence intensity, high mannose 6-phosphate (AID 1220); Mannose-6-phosphate isomerase (Homo sapiens); recombinant PMI enzyme, coupled fluorescence intensity; higher % means a stronger effect; inhibition, % at 20 µM; hits with a dose series show IC50 in µM; 190,000 tested, 0.66% active
WT yeast gro inh mutant strain: second read-out of WT yeast gro inh, no call of its own (marks repeat the call); inhibition, %; mitochondrial fusion phenotypic screen, mutant strain inhibition
Lipid droplet cells 6.5 µM: further read-out of Lipid droplet, marked with its call; cell count; measured here: cell count, cytotoxicity flag;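 cells counted across two imaged fields per well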
Myeloid diff MLP GFP+ MAC1+ %: further read-out of Myeloid diff MLP, marked with its call; GFP+ MAC1+ double positive, %; measured here: differentiation confirmed by MAC1 staining
* = called active by the depositor; i = inactive; ? = inconclusive; · = no result given; [ ] = dose if it differs, or a comment. Rule as the data show it, unless noted: active = inhibition above about 50%; inactive = the rest. Some of the compounds tested, so the mix of outcomes need not match the whole.

Each structure is followed by: ER stress rescue, WT yeast gro inh, WT yeast gro inh mutant strain, Lipid droplet, Lipid droplet cells 6.5 µM, PMI inhibitors, Myeloid diff MLP, Myeloid diff MLP GFP+ MAC1+ %, TNAP activation fold, P. falciparum M1AAP, K1F lysis inhibition, PMI inhibition
CC1=CC(=C2C(=O)NC(=O)NC2=O)C=C(C(F)(F)F)N1C(C)C
  1.0%, 1, -11, ·, ·, -3%, i, 0.6, 1.1, 15%, 0.4%, -2%
Cc1ccc(-c2nc3ccccc3c(=O)n2-c2cccc(C)n2)cc1
  -1.4%, -1, 1, -6, 621, 6%, i, 0.2, 1.1, 11%, ·, 9%
O=C(c1cc(F)ccc1F)C1CCCN(CCCc2ccccc2)C1 (configuration not stated)
  -2.1%, 13, 30, -12, 664, 12%, i, 0.1, 1, -5%, 0.1%, 10%
O=C(c1ccc(-c2ccccc2)c(F)c1)C1CCCN(CCO)C1 (configuration not stated)
  -0.3%, 25, 26, -6, 734, 3%, i, 0.1, 1, 12%, 0.9%, 2%
O=C(Cc1ccccc1)N1CCN(Cc2ccccn2)CC1
  -2.4%, -6, -3, -8, 710, -10%, i, 0.6, 1.1, 1%, 4.2%, -13%
COc1ccc(-n2c(/C=C/c3ccc4c(c3)OCO4)nc3ccccc3c2=O)cc1
  5.6%, 17, 12, 28, 561, 11%, i, 1.4, 1.1, 0%, 5.8%, -2%
COc1ccc(C2SCC(=O)Nc3c2c(C)nn3-c2ccccc2)cc1 (configuration not stated)
  -2.3%, 10, 18, -19, 746, -1%, i, 2.7, 1.2, 6%, 0.1%, -5%
COc1ccc(Cl)cc1C(=O)C1CCCN(CCO)C1 (configuration not stated)
  -1.7%, 19, 10, -19, 709, -3%, i, 0.4, 1.1, 5%, -0.4%, -3%
O=c1[nH]c(=O)n(CCc2ccccc2)c(O)c1/C=N/N1CCOCC1
  ·, ·, ·, 3, 701, ·, i, 0.2, ·, -2%, 4.3%, ·
CCN1CCN(c2nc([N+](=O)[O-])nn2C)CC1
  ·, ·, ·, -17, 748, ·, i, 0.6, ·, 9%, 0.9%, ·
CC(C)c1ccc(-n2c(O)c(/C=N/NC(=O)c3ccccc3O)c(=O)[nH]c2=S)cc1
  ·, ·, ·, 1, 707, ·, i, 0.7, ·, 23%, 0.5%, ·
Cc1nc(CCl)cc(=O)[nH]1
  0.1%, 2, 3, -6, 673, -12%, ·, ·, 1.4, 2%, 0.3%, -9%
O=C(C1CC(=O)N(c2ccc(F)c(Cl)c2)C1)N1CCC2(CC1)OCCO2 (configuration not stated)
  -0.7%, 8, 21, ·, ·, 8%, i, 2.3, 1.1, 1%, 0.0%, 1%
Cc1ccc(N2C(=O)NC(=O)/C(=C\c3ccc(N4CCOCC4)cc3)C2=O)cc1
  -0.2%, -9, -16, 2, 633, -31%, i, 0.7, 1.1, 11%, 4.2%, -29%
CCOC(=O)c1c(C)n(CC(O)CN2CCOCC2)c2cc(Br)c(OC)cc12 (configuration not stated)
  0.1%, -7, 6, -10, 692, -3%, i, 0.1, 1, 5%, 0.5%, 4%
CN(C)C(=O)Oc1cccc(NC(=O)N2CCOCC2)c1
  -2.7%, 1, 7, -2, 734, -10%, i, 0.8, 1, -1%, 0.3%, -6%
CN(CCOc1ccc(C=C2C(=O)NC(=O)NC2=O)cc1)c1ccccn1
  0.5%, -21, -3, 12, 688, -8%, i, 1.7, 1.1, 0%, 0.1%, -5%
CCN1CCN(Cc2cc(OC)c(OC)cc2[N+](=O)[O-])CC1
  0.1%, 20, 15, ·, ·, 39%, ·, ·, 1, 2%, ·, 59%*
CC/C(=N\N1CCCCC1)c1c(O)[nH]c(=O)[nH]c1=O
  ·, ·, ·, -7, 799, ·, i, 0.8, ·, 3%, -1.1%, ·
COc1ccc(-n2c(SCCN(C)C)nc3ccccc3c2=O)cc1
  ·, ·, ·, 30, 636, ·, i, 0.3, ·, 2%, -0.7%, ·
CCOC(=O)CCN=Cc1c(O)n(-c2ccc(Br)cc2)c(=O)[nH]c1=O
  -1.1%, -15, 0, ·, ·, 11%, i, 0.8, 1.1, 11%, 1.9%, 11%
CC(=O)NC(Cc1ccc(N(CCCl)CCCl)cc1)C(=O)O (configuration not stated)
  -0.8%, -3, -4, -11, 751, -27%, i, 0.8, 1, -4%, 0.2%, -36%
CN(C)c1ccc(/C=C/C=C/c2sc3ccccc3[n+]2C)cc1
  ·, ·, ·, -119, 555, ·, ?, ·, ·, 6%, 1.1%, ·
Cc1cc(NC(=O)CCl)nn1C
  10%, -20, -18, 7, 707, -8%, i, 1.6, 1.1, -5%, 0.2%, -6%
COc1ccc(CC(=O)N2CCN(C)CC2)cc1OC
  -1.4%, -15, -5, -1, 742, 7%, i, 13, 1.1, 3%, 1.4%[50 µM], 1%
CCC(NC(=O)OC(C)(C)C)C(=O)Oc1cc(C)cc2oc(=O)c3c(c12)CCC3 (configuration not stated)
  -1.8%, 18, 6, ·, ·, 9%, i, 0.6, 1, -2%, 0.7%, 11%
CC(C)CCCn1c(O)c(/C=C2/C=CC=N2)c(=O)[nH]c1=O
  -2.8%, 20, 8, 1, 633, 1%, i, 1.0, 1, -1%, 0.3%, 2%
CCCC(=O)OCC[N+](C)(C)C
  -3.1%, -7, -10, -8, 770, 0%, i, 2.0, 1.1, -2%, 5.1%, 3%
CC(C)c1ccc(N2C(=O)NC(=O)/C(=C\c3cnc(-c4ccccc4)nc3)C2=O)cc1
  2.0%, -1, 4, ·, ·, 10%, i, 0.3, 1, 6%, 0.2%, 12%
NC(=O)c1ccc(N=Nc2c(O)[nH]c(=O)[nH]c2=O)cc1
  1.1%, -14, -9, 11, 507, 32%, ·, ·, 1, 13%, ·, 3%
CCCCn1c(O)c(C(CC)=NC(C)c2ccccc2)c(=O)[nH]c1=O (configuration not stated)
  -1.1%, 15, 5, 4, 789, 1%, i, 7.6, 1.1, 4%, 2.3%, -1%
COc1ccc(NP(=O)(Oc2ccc(Cl)cc2)Oc2ccc(Cl)cc2)cc1OC
  -1.1%, 65*, -4.6*, -42, 652, 18%, i, 1.7, 0.9, -2%, -0.3%, 11%
O=[N+]([O-])[N-][n+]1cnn(Cc2ccccc2)c1
  ·, 3, -12, 22, 669, -8%, i, 0.5, 1, 0%, 0.2%, -11%
CCOC(=O)C(O)(c1ccc(N(C)C(=O)c2ccc(Cl)c(Cl)c2)cc1)C(F)(F)F (configuration not stated)
  -0.1%, 26, -5, -26, 673, 10%, i, 0.2, 1.1, -1%, -0.4%[50 µM], 8%
C=CCn1c(O)c(C(CC)=NCc2cc(OC)cc(OC)c2)c(=O)[nH]c1=O
  -2.8%, -29, -11, 1, 647, 15%, i, 1.2, 1.1, 12%, 0.4%, 13%
COc1ccc(-n2c(C)nc3cc(C(=O)N4CCC5(CC4)OCCO5)ccc32)cc1
  ·, 9, 7, -12, 643, 1%, i, 0.7, 1, -1%, 0.6%, 7%
CCOC(=O)C1(c2ccccc2)CCN(CC(=O)Nc2ccc(C)cc2)CC1
  1.4%, 10, 17, -36, 608, 3%, i, 0.3, 1.1, 0%, 0.4%, 11%
c1ccc(CNCCc2ccc3c(c2)OCO3)nc1
  2.5%, 2, 6, 5, 736, -11%, i, 4.4, 1.1, -8%, -0.9%, -11%
O=C1NC(=O)C2(Cc3ccccc3N3CCCC32)C(=O)N1Cc1ccccc1 (configuration not stated)
  -1.6%, -2, -14, ·, ·, -33%, i, 1.5, 1.1, 13%, 0.3%, -38%
CCCCN1C(=O)/C(=C/c2ccc(N(C)C)cc2)C(=O)N(Cc2ccco2)C1=O
  -0.6%, 8, 6, ·, ·, -16%, i, 0.0, 0.9, 8%, 0.0%, -26%
Cc1cc(C)nc(/N=C(\N)c2c(O)[nH]c(=O)[nH]c2=O)n1
  0.1%, 32, 8, -2, 597, 6%, i, 2.2, 1.4, -2%, 0.3%, 11%
Cc1ccc(CN2CCN(C)CC2)c(C)c1
  ·, 5, 19, 10, 717, 3%, i, 1.5, 1.2, 0%, -0.6%, -2%
C[C@]12CCC(=O)C=C1CC[C@@H]1[C@@H]2CC[C@@]2(C)[C@H]1CC[C@]2(C)O
  1.3%, 24, 28, -2, 644, 3%, ·, ·, 1.1, -1%, 0.5%, -2%
O=C(CN1CCOCC1)NCC(=O)Nc1ccc(Br)cc1C(=O)c1ccccc1
  5.6%, 12, 11, 18, 768, 6%, i, 5.1, 1.1, -1%, 5.7%, 0%
CCOc1ccc(-n2c(O)c(C=Nc3ccc(N(CC)CC)cc3)c(=O)[nH]c2=O)cc1
  -2.8%, -15, -4, 2, 742, 28%, i, 7.3, 0.9, -2%, 0.2%, 18%
Clc1ccc2c(c1)C(c1ccccc1Cl)=NCc1nnc(Br)n1-2
  -2.8%, 13, -7, -20, 720, 12%, i, 3.5, 1.1, 0%, 1.1%, 14%
c1ccc2sc(N3CCNCC3)nc2c1
  -0.6%, -5, 1, -10, 636, -1%, i, 0.5, 1.1, 3%, 1.7%, -5%
CCC1(C)OC(c2ccccc2)=C/C(=C/C=C2C(=O)NC(=O)NC2=O)O1 (configuration not stated)
  -1.5%, -5, 13, 1, 667, -10%, i, 0.4, 0.6, 9%, 1.4%, -2%
CCC(=O)Nc1cc(C(=O)N2CCC3(CC2)OCCO3)ccc1S(=O)(=O)c1ccc(C)cc1
  -0.7%, 12, -3, ·, ·, 3%, i, 1.1, 1.1, -2%, -0.4%, 0%
CN1C(=O)C(=Cc2sc(=O)n(-c3ccccc3)c2N(C)C)C(=O)N(C)C1=O
  ·, ·, ·, 2, 687, ·, i, 0.6, ·, 17%, 1.3%, ·
N#Cc1ccc(NC(=O)CN2CCCC2)cc1Cl
  -0.4%, -16, -9, -1, 723, -2%, i, 0.2, 1.1, 2%, -0.1%, 1%
CCOC(=O)c1ccc(NC(=O)c2c(O)[nH]c(=O)[nH]c2=O)cc1
  0.1%, 24, 27, ·, ·, -17%, i, 0.8, 1.1, 5%, 0.0%, 5%
C=CCn1c(O)c(C(C)=NCCO)c(=O)[nH]c1=O
  -0.1%, -9, 14, ·, ·, 1%, i, 5.9, 1.1, 9%, -0.8%, 2%
Cn1cc(CCC(=O)N2CCC3(CC2)OCCO3)c2ccccc21
  -0.6%, -20, -6, ·, ·, 0%, i, 0.9, 1.1, 7%, 5.5%, 0%
COC(=O)Nc1ccc(N=C(N)N[N+](=O)[O-])cc1
  -0.5%, -23, -19, 12, 727, 9%, i, 0.0, 1.1, 10%, 0.7%, 12%
